HePTP inh: inhibitors of human HePTP phosphatase, primary screen, biochemical, absorbance, leukemia target; 110,000 compounds, 0.64% hits; inhibition, % at 20 µM; recombinant HePTP phosphatase activity, OD absorbance; Tyrosine-protein phosphatase non-receptor type 7 (Homo sapiens), P35236; in the data active = inhibition above about 50%;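 note: plate controls were vehicle for no effect and reference inhibitor for full effect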
Target sequence (P35236 whole entry, looked up): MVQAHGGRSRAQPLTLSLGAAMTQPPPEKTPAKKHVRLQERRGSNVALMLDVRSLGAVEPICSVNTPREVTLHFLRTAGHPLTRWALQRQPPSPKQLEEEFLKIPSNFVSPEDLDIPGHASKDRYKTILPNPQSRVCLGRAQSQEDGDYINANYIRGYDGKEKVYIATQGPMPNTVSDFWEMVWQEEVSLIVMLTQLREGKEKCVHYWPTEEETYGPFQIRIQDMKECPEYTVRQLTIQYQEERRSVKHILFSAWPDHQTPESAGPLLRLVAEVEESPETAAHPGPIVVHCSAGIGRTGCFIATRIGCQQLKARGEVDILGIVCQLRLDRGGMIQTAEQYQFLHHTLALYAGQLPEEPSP
BAP1 block: inhibitors of BAP1 deubiquitinase, primary screen, biochemical, Ub-AMC fluorescence, kinetic; activity remaining (% of control), % at 20 µM; recombinant BAP1, Ub-AMC hydrolysis fluorescence kinetic; active compounds read low; Ubiquitin carboxyl-terminal hydrolase BAP1 (Homo sapiens), Q92560; 72,000 compounds, 0.48% hits;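 active = activity remaining at or below 50% of control, provided the compound also passes the data quality filters; inactive = the rest, including low values that fail the filters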;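 note: 100% = DMSO wells rate and 0% = substrate alone blank rate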
Target sequence (Q92560 whole entry, looked up): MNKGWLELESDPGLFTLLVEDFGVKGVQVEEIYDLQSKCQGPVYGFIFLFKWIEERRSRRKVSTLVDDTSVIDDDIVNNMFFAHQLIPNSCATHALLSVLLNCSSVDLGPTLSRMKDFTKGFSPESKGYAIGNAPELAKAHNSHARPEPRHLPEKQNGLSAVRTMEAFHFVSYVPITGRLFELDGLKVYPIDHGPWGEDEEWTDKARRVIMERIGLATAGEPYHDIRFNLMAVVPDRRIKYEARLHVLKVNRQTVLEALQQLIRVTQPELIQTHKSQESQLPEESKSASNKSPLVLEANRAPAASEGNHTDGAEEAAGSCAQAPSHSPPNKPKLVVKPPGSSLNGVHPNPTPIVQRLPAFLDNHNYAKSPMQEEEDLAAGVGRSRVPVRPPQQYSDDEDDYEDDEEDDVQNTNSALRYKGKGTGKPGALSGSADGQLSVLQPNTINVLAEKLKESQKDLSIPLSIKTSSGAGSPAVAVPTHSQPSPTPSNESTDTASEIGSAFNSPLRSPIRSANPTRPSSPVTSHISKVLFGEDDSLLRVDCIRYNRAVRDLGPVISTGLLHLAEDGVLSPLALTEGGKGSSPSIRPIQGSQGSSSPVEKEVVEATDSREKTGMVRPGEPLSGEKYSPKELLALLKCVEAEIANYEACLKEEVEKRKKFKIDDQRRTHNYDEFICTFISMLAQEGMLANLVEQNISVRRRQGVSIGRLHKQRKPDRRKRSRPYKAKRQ
The depositor's hits bear a star; . = no result given; & = joins results of further samples.

Sample of the layout:
Value order – HePTP inh, BAP1 block
1: COCCNC(=O)COc1ccc(Cl)cc1C
  1, .
2: CC(=O)c1c(N2CCOCC2)nc(=S)n(-c2ccc([N+](=O)[O-])cc2)c1C
  -6, .
3: CC(=O)NS(=O)(=O)c1ccc(NC(=O)c2ccc([N+](=O)[O-])cc2[N+](=O)[O-])cc1
  70*, .

All compounds of this part, previewed entries included:
Value order – HePTP inh, BAP1 block
1: COCCNC(=O)COc1ccc(Cl)cc1C
  1, .
2: CC(=O)c1c(N2CCOCC2)nc(=S)n(-c2ccc([N+](=O)[O-])cc2)c1C
  -6, .
3: CC(=O)NS(=O)(=O)c1ccc(NC(=O)c2ccc([N+](=O)[O-])cc2[N+](=O)[O-])cc1
  70*, .
4: CCOC(=O)c1c(NC(=O)CC2Nc3cc(C)c(C)cc3NC2=O)sc2c1CCCC2 (stereo not given)
  -1, .
5: CCOc1ccc(C(=O)O)cc1OC
  -5, 108
6: CN1CCN(C(=O)c2ccccc2-c2nc(-c3ccccc3)no2)CC1
  6, 107
7: O=C(COc1ccc([N+](=O)[O-])cc1)Nc1cccc2ccccc12
  3, .
8: CCCOc1cccc(C(=O)Nc2cccnc2)c1
  0, 93
9: COc1ccc(N2C(=O)CC(N(Cc3ccc(S(N)(=O)=O)cc3)C(C)=O)C2=O)cc1 (stereo not given)
  9, 119
10: O=C1CC(Nc2ccc(N3CCOCC3)cc2)C(=O)N1c1ccccc1F (stereo not given)
  -12&-1, 84
11: COc1ccc(OC)c2[nH]c(=O)c(CCNC(=O)C3CCCCC3)cc12
  11, 97
12: CC(=O)/C(C)=C(\NC(=O)c1ccccc1)c1ccccc1
  -7, .
13: COc1ccccc1C1C(C#N)=C(N)Oc2c1sc1ccccc21 (stereo not given)
  5, .
14: O=[N+]([O-])c1ccc(C(=S)N2CCCCC2)cc1
  0, .
15: C#CCSc1nc2ccc([N+](=O)[O-])cc2s1
  -5, .

Given in transposed form: part of the list above.
[1] COCCNC(=O)COc1ccc(Cl)cc1C
[2] CC(=O)c1c(N2CCOCC2)nc(=S)n(-c2ccc([N+](=O)[O-])cc2)c1C

Compound	1	2
HePTP inh	1	-6
BAP1 block	.	.

Pulled by structure from the list above, five records:
Value order – HePTP inh, BAP1 block
13: COc1ccccc1C1C(C#N)=C(N)Oc2c1sc1ccccc21 (stereo not given)
  5, .
12: CC(=O)/C(C)=C(\NC(=O)c1ccccc1)c1ccccc1
  -7, .
11: COc1ccc(OC)c2[nH]c(=O)c(CCNC(=O)C3CCCCC3)cc12
  11, 97
2: CC(=O)c1c(N2CCOCC2)nc(=S)n(-c2ccc([N+](=O)[O-])cc2)c1C
  -6, .
5: CCOc1ccc(C(=O)O)cc1OC
  -5, 108

Following part.
Value order – HePTP inh, BAP1 block
16: Cc1ccc(S(=O)(=O)N(C)c2ccc(C(=O)N3CCC(C(N)=O)CC3)cc2)cc1
  1, 95
17: CCCCCCn1c(C(C)NC(=O)c2ccco2)nc2ccccc21 (stereo not given)
  3, 102
18: C=CCn1c(=N)n(CC(=O)O)c2ccccc21
  4, 97&69
19: C=CCNC(=O)CN(c1ccc(OC)c(Cl)c1)S(=O)(=O)c1ccccc1
  8, .
20: O=C1NC(=S)N(c2ccc(F)cc2)C(=O)/C1=C/c1cc(Cl)c(O)c(Cl)c1
  14, .
21: O=C(CCC(=O)c1cccs1)OCC(=O)N1CCN(S(=O)(=O)c2ccccc2)CC1
  10, 117
22: N#CCCn1cnc2ccccc21
  -9, 79
23: O=C(NC1CCCC1)C1CC(=O)N(C2CCCCCCC2)C1 (stereo not given)
  5, 111
24: COC(=O)c1ccc(OCC(O)CN(C)C)cc1 (stereo not given)
  7, .
25: COc1cccc(/C=C2\CC/C(=C\c3cccc(OC)c3OC)C2=O)c1OC
  1, .
26: Cc1ccc(NC(=O)c2cc(C(=O)Nc3ccc(C)c(C)c3)n(C)n2)cc1C
  -12, .
27: Cc1ccc(N2C(=O)/C(=C/c3cccc4ccccc34)SC2=S)cc1
  5, .
28: c1ccc2c(c1)CCN(c1nc3cc4c(cc3s1)OCCO4)C2
  2, 73
29: O=C1N/C(=N\N=C\c2ccc(O)cc2)SC1Cc1ccc(Br)cc1 (stereo not given)
  7, .
30: OCc1ccc(-c2ccc(Cl)cc2Cl)o1
  6, .

Additional entries
Value order – HePTP inh, BAP1 block
31: COC(=O)c1ccc(CN(c2cccc3cccnc23)S(=O)(=O)c2ccc(C)cc2)cc1
  -16, .
32: CC(=O)Oc1ccc2ccccc2c1C(NC(=O)Cc1ccccc1)c1ccccc1Cl (stereo not given)
  2, .
33: Cc1cccc(CN2CCN(C3CCCC3)CC2)c1
  7, .
34: CC1=C(C(=O)OC(C)C)C(c2cccs2)n2ncnc2N1 (stereo not given)
  10, 98
35: CCN(CC)C(=O)CN(c1ccc(Cl)cc1)S(C)(=O)=O
  6, .
36: CCN(CC)C(=O)C1CC(=O)OC12CCCCC2 (stereo not given)
  -5, .
37: COc1ccc(-n2c(SCC(=O)Nc3ccc4c(c3)OCO4)nc3c(c2=O)SCC3)cc1
  4, 50*
38: O=C(NCC1CCCO1)c1cc2n(n1)C(C(F)(F)F)CC(c1cccs1)N2 (stereo not given)
  -5, .
39: COc1ccc(C)cc1NC(=O)C1CC1c1ccccc1 (stereo not given)
  13, .
40: Cc1ccc2c(Cl)c(C(=O)N3CCN(c4ccc(F)cc4)CC3)sc2c1
  5, .
41: Cc1nc(-c2ccccc2)nc2[nH]ccc(=O)c12
  7, .
42: CCOc1ccc2nc(SCC(=O)c3cccc([N+](=O)[O-])c3)sc2c1
  -2, .
43: CC(NC(=O)C1CC=CCC1C(=O)O)C1CC2CCC1C2 (stereo not given)
  9, 189
44: Cc1ccc(CNC(=O)CCCOc2cc(=O)n(C)c3ccccc23)o1
  0, 96
45: CCn1c(SCC(=O)N2CCCC2)nc2c1c(=O)n(C)c(=O)n2C
  -2, 99

Going on with the list:
Value order – HePTP inh, BAP1 block
46: CCOc1ccc(N(CC(=O)Nc2c(C)cccc2C)S(=O)(=O)c2ccccc2)cc1
  -5, .
47: CC1CCN(S(=O)(=O)c2cccc(-c3nnc(-c4cccnc4)o3)c2)CC1
  -7, 118
48: Cn1c(NCc2c[nH]c3ccccc23)nc2ccccc21
  -3, 97
49: Cc1ccc(SCCN2C(=O)NC(C)(C)C2=O)cc1
  -1, 83
50: O=C(O)c1ccc(C(=O)NCc2ccccc2)c(C(=O)O)c1
  0, .
51: Cc1ccc(N2CC(C(=O)NC3CCSC3=O)CC2=O)cc1 (stereo not given)
  2, 68
52: O=S(=O)(NCc1ccccc1)c1cccc2cccnc12
  10, .
53: CC(C)N(Cc1nc(-c2ccc(Cl)cc2)no1)C(=O)C12CC3CC(CC(C3)C1)C2
  5, .
54: COc1cccc(-c2nc(CS(=O)(=O)CC(=O)Nc3cccc(C)c3C)c(C)o2)c1
  5, 94
55: CCCN1C(=O)C(O)(CC(=O)c2ccc3c(c2)OCCO3)c2ccccc21 (stereo not given)
  2, 111
56: CCCC(NS(=O)(=O)c1ccc(Br)cc1)C(=O)O (stereo not given)
  6, 93
57: CC(=O)NC1=NC(=O)/C(=C\c2sccc2C)S1
  -2, .
58: CN(C)/C=C/C=C1\CC(=O)N(c2ccccc2)C1=O
  3, .
59: Cc1ccc(-c2nc(N/N=C/c3ccc(N(C)C)cc3)c3ccccc3n2)cc1
  6, .
60: O=[N+]([O-])c1c(Nc2ccccc2O)ncnc1Nc1ccccc1O
  1, .

Later entries:
Value order – HePTP inh, BAP1 block
61: CC(C)N(C=O)C1(C(=O)NC2CCCCC2)CCCCC1
  2, 91
62: CCN(CC)C(c1ccc(F)cc1)c1nnnn1C1CCCCC1 (stereo not given)
  3, 94
63: ON=C1/C(=N\O)CC2(C/C1=N/O)OCCO2
  -1, 100
64: O=C(NNc1ccccc1)c1ccccc1Cl
  -18, .
65: COc1ccc(C(C)NC(=O)Cc2cccc3ccccc23)cc1 (stereo not given)
  -12, .
66: O=C(Nc1nc2ccc(Cl)cc2s1)c1cccc([N+](=O)[O-])c1
  ., 82
67: O=C(c1cnn2c1NC(c1ccc(Br)cc1)CC2C(F)(F)F)N1CCOCC1 (stereo not given)
  3, .
68: CCOC(=O)Cc1nn2c(=O)cc(C)nc2s1
  -1, 102
69: CCC(=O)N1CCN(CCN=Cc2c(O)n(C3CCCCC3)c(=O)n(C3CCCCC3)c2=O)CC1
  4, 145
70: Cc1cc(OCC(=O)N2CCN(c3ccc([N+](=O)[O-])cc3)CC2)ccc1Br
  7, .
71: Nc1nc(-c2c[nH]c3ccccc23)cs1
  -9, 119
72: O=C1C2C3C=CC(C3)C2C(=O)N1/N=C/c1ccccc1I (stereo not given)
  2, .
73: COc1cccc(/C=N/n2cnnc2)c1OCc1ccccc1
  10, 100
74: COc1cc(OC)c(OC)cc1/C=N/NC(=O)CCc1c(C)n[nH]c1C
  5, .
75: COc1ccc(-n2c(O)c(C=Nc3cc(OC)c(OC)c(OC)c3)c(=O)[nH]c2=O)cc1
  0, .

More structures follow.
Value order – HePTP inh, BAP1 block
76: O=C(/C=C/c1ccc([N+](=O)[O-])cc1)Nc1ccc(Cl)c(Cl)c1
  -8, .
77: CNc1nnc(-c2cccc(N(C)C)c2)s1
  -3, 92
78: CCc1cccc(CC)c1NC(=O)c1ccccc1OC
  8, .
79: c1ccc(CSc2ncnc3nc[nH]c23)cc1
  7, .
80: O=C(CCN1CCOCC1)Nc1ccc2c(c1)N(C(=O)CN1CCOCC1)c1ccccc1CC2
  2, 108
81: Cc1cccc(N2C(=O)/C(=C/c3cccc(F)c3)SC2=S)c1C
  -6, .
82: COc1cc(NC(=O)c2ccco2)c(OC)cc1NC(=O)CSc1ncc(-c2ccc(F)cc2)[nH]1
  4, 263
83: O=C(COc1ccccc1[N+](=O)[O-])Nc1cc(-c2nc3ccccc3s2)ccc1Cl
  5, .
84: O=C(O)C1CCCCC1C(=O)NCc1ccc(F)cc1 (stereo not given)
  12, 74
85: NS(=O)(=O)c1ccc(NC(=O)/C(=C\c2ccc([N+](=O)[O-])cc2)NC(=O)c2ccccc2)cc1
  7, .
86: O=C1CC(c2ccc(F)cc2)Cc2nc(NCc3ccco3)ncc21 (stereo not given)
  6, 84
87: O=C(/C=C/c1ccco1)Nc1ccc(O)c(-c2nc3ccccc3o2)c1
  3, .
88: COC(=O)c1ccc(/C=N/Nc2nc(-c3ccc(C)cc3)cs2)cc1
  -8, .
89: Cc1cc(Nc2ccc(Cl)cc2)nc(-n2nc(C)cc2C)n1
  6, .
90: Cc1c([N+](=O)[O-])c2ccc(O)cc2n1-c1ccc(Cl)cc1
  -2, .

The listing continues.
Value order – HePTP inh, BAP1 block
91: COc1ccccc1C1/C(=C(/O)c2ccc(C)cc2)C(=O)C(=O)N1CCN1CCOCC1 (stereo not given)
  -2, 64
92: O=C(Cn1nnc2ccccc2c1=O)NCc1ccco1
  7, 121
93: CC(=O)c1ccc(NC(=O)c2ccc(Cc3ccc(C)cc3)o2)cc1
  1, .
94: COc1ccc(N2C(=O)NC(=O)/C(=C/c3ccc(OCc4ccccc4F)cc3)C2=O)cc1
  8, .
95: COc1ccc(S(=O)(=O)NNC(=O)c2ccc(OC)c(OC)c2)cc1
  -10, .
96: O=C1c2oc3ccc(Br)cc3c(=O)c2C(c2cccnc2)N1Cc1ccco1 (stereo not given)
  -8, 89
97: O=C(/C=C\c1ccccc1)Nc1ccc(Cl)c(-c2nc3ccccc3o2)c1
  5, .
98: COc1ccc(O)c(CN2CCN(Cc3ccc([N+](=O)[O-])cc3)CC2)c1
  -1, .
99: CCOC(=O)C1=C(C)N=C(/N=C/N(C)C)SC1c1ccccc1 (stereo not given)
  8, 123
100: COc1ccc(CNC2=CC(=O)CC(C)(C)C2)cc1
  5, 95
101: COc1ccc(Nc2cc(C)nc3nc(C)nn23)c(OC)c1
  4, 106
102: CC1CCC(N2CCN(C(=O)c3ccco3)CC2)CC1 (stereo not given)
  -5, .
103: CC(=O)c1c(C)[nH]c(C(=O)NCCc2ccccc2)c1C
  6, 118
104: COc1ccc(CCN/C(C)=C/c2oc3ccc(O)cc3c2[N+](=O)[O-])cc1OC
  -5, .
105: COc1ccc(C(CCc2ccc(C)o2)NC(=O)Nc2ccc(OC)cc2OC)cc1 (stereo not given)
  0, 52

Further entries follow.
Value order – HePTP inh, BAP1 block
106: COc1cc2ccccc2cc1C(=O)Nc1sc2c(c1C(N)=O)CCCC2
  9, .
107: COC(=O)c1ccc(C(C(=O)NCc2ccccc2)N(Cc2ccco2)C(=O)c2cnccn2)cc1 (stereo not given)
  10, 92
108: COc1cccc(N2CCN(C(=O)c3ccc4nc(N5CCCCC5)sc4c3)CC2)c1
  4, 71
109: CN1CCN(C(=O)c2cc(-c3ccc(Cl)c(Cl)c3)nc3ccccc23)CC1
  -12, .
110: CCOC(=O)c1ccc(NC(=O)c2nn(CC)cc2Br)cc1
  4, 88
111: CC1(C)CC(=O)c2cnc(NC(=O)CCc3ccccc3)nc2C1
  10, 109
112: CC(=O)Oc1cccc(/C=c2\sc3nc(-c4ccco4)nn3c2=O)c1
  5, 86
113: Cc1c(C(=O)Nc2ccc(N3CCOCC3)cc2)cccc1[N+](=O)[O-]
  -9, .
114: CSc1ccc(NC(=O)N2CC(C)OC(C)C2)cc1 (stereo not given)
  1, 101
115: CCOC(=O)c1c(NC(=O)Cc2ccc(OC)cc2)sc(C(=O)Nc2ccccc2)c1C
  5, .
116: O=C(Nc1ccccc1)c1c(F)c(F)c(F)c(F)c1F
  4, .
117: COc1ccc(-c2nnc(SC(C)C#N)o2)cc1 (stereo not given)
  9, 121
118: Cc1ccccc1N(CC(=O)NCCSCc1ccco1)S(C)(=O)=O
  2, 89
